Compound activity: PubChem, Columbia University Molecular Screening Center
Htt clearance – compounds clearing mutant huntingtin protein; HeLa Exon1htt(103Q)mCFP, aggregate imaging; zero = plate's median compound well; AID 853; actives 0.42% (n = 47,000); inhibition, % at 1.5 µM;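 active means inhibition of aggregate fluorescence above about 70%, also judged a hit by eye on the cell image, limit read from the data, passing the limit was not always enough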;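 further: cells exposed to compound for three days before fixation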
Htt clearance grain fraction – recorded beside Htt clearance, whose call it bears; fraction fluorescence in grains; measured here: aggregate grain fluorescence fraction; active compounds read low;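 scaled fraction of total cell fluorescence in grains with unit not stated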
* hit, by the source's call. The list is partial; count on the stated rates, not on these rows.

SMILES	Htt clearance	Htt clearance grain fraction
CCCc1[nH]nc2c1C(CCC)C(C#N)=C(N)O2 (centres undefined)	-33.1	46.6
O=C(NCCCN1CCCC1=O)c1ccc2c(=O)n(Cc3ccco3)c(=S)[nH]c2c1	-44.6	26
CC(C)(C)C1CCc2c(sc3nc(SCC(N)=O)nc(N)c23)C1 (centres undefined)	-10.9	22.4
COC(=O)CCC(=O)COc1ccc(OC)cc1C#N	-28.9	43.9
COc1cccc(C(=O)N2CCN(Cc3ccc4c(c3)OCO4)CC2)c1OC	25.2	15.8
CC(C)CCNC(=O)Cn1c(=O)oc2cc(S(=O)(=O)N3CC(C)CC(C)C3)ccc21 (centres undefined)	17.6	38.7
CN(C)S(=O)(=O)c1ccc(Oc2ccc(S(=O)(=O)N(C)C)cc2)cc1	13.7	16.5
Nc1scc2c(C(=O)N/N=C/c3ccc(Cl)cc3)nn(-c3ccccc3)c(=O)c12	-57.9	61.4
N#Cc1c(-c2ccccc2)ccn(Cc2ccccc2Cl)c1=O	63.7	14
Cc1ccn2c(C(=O)c3ccc(Cl)cc3)cnc2c1	-17.7	24.8
Cc1cccc(OCc2nnc(NC(=O)Cc3cccs3)s2)c1	-5.0	21.2
Cc1ccc(NC(=S)N2CCC(c3nc4ccccc4s3)CC2)cc1C	-36.9	40.1
CCC(Sc1nc2c(c(=O)n1CC)SC(C)C2)C(=O)OC (centres undefined)	-0.6	47.2
COc1ccc(S(=O)(=O)N(CC(=O)N2CCCC2)Cc2ccccc2)cc1	-36.9	28.7
O=S(=O)(NCc1ccco1)c1cccc(S(=O)(=O)N2CCOCC2)c1	-11.9	40.5
CCOC(=O)CCCNS(=O)(=O)c1c(C)ccc2nsnc12	-45.9	26.9
COc1ccc(C(=O)OC(C(=O)c2ccc(C)cc2)c2ccccc2)cc1 (centres undefined)	-14.3	44.4
Cc1ccc(NC(=O)CCN2C(=O)c3ccncc3C2=O)cc1	-1.0	37.2
Cc1oc(-c2ccccc2)[n+]([O-])c1C	-10.9	23.1
CCS(=O)(=O)NCCc1ccc(OC)c(OC)c1	-23.6	23.2
COc1ccccc1N1CC(C(=O)OC(C)C(=O)N2CCCc3ccccc32)CC1=O (centres undefined)	24.1	27.9
Cc1ccc(S(=O)(=O)NC(CC(=O)N2CCc3ccccc32)c2ccco2)cc1 (centres undefined)	56.1	14.4
CC1CC(=S)Nc2ccccc2S1 (centres undefined)	29.4	14.2
C=CCCC(=O)Nc1nc(C)c(-c2csc(Nc3cccc(OC)c3)n2)s1	-38.6	53.9
CC(=O)n1cc(Nc2ccccc2C(=O)O)c2ccccc21	-51.1	28.9
CCOc1ccc(C(=O)N2CCCN(C(=O)c3ccc(OCC)cc3)CC2)cc1	-47.2	48.9
COc1ccc(N/C=C(\C#N)c2ccc(OCCCF)cc2)cc1	17.5	26.2
Cc1ccc(S(=O)(=O)n2cnc3ccccc32)c(C)c1	25.9	13.8
Cc1cccc(N2C(=O)CS/C2=N\NC(=O)c2ccc(Br)cc2)c1C	-3.3	19.4
CC(C)c1nc2ccccn2c1NC1CCCCC1	39.8	24
CS(=O)(=O)N1CCN(c2ccccc2NC(=O)Cc2ccc(Cl)cc2)CC1	-32.5	49.5
COc1cc(CC(=O)OCC(=O)c2ccc3c(c2)OCCO3)cc(OC)c1OC	-230.1	125
OCCN1CCN(c2nc(NCc3ccco3)c3ccccc3n2)CC1	43.3	10.6
CC(=O)N1CCN2C(=O)C1CCCC(=O)c1cc(C)ccc12 (centres undefined)	45.3	10.7
CC(=O)c1cccc(NC=C2C(=O)OC3(CCCCC3)OC2=O)c1	0.8	35.5
O=C(COC(=O)c1cccc(C(=O)OCC(=O)NC2CCCCC2)n1)NC1CCCCC1	-67.3	30.2
CCCNC(=O)Cn1cnc2sc(C(=O)N3CCN(c4ccc(F)cc4)CC3)c(C)c2c1=O	8.0	28.3
CCOc1cc(/C=C2\N=C(SCC)SC2=O)cc([N+](=O)[O-])c1OC(C)=O	13.3	30.8
COc1nc(-c2ccncc2)nc2ccccc12	11.2	33.4
Cc1nc2ccccc2n1C(=O)N1CCOCC1	28.7	12.8
CN1C(=O)CC2(CC(=O)N(Cc3ccccc3)C2)C1=O (centres undefined)	-69.8	34.9
Cc1ccc(NC(=O)N2CCC(NC(=O)c3ccccc3C)CC2)cc1	-23.9	25.8
O=C1SCCc2c1n(Cc1ccccc1)c1ccccc21	-57.0	29.4
COC(=O)CSc1nnc(-c2ccc(S(=O)(=O)N3CCCC3)cc2)n1C	-25.8	25.8
CC1(C)Cc2c(sc3nc(-c4ccccc4)n(N)c(=O)c23)CO1	-3.1	44.8

5 compounds already listed, ordered by their value in Htt clearance, largest number first.
SMILES	Htt clearance	Htt clearance grain fraction
CC(=O)N1CCN2C(=O)C1CCCC(=O)c1cc(C)ccc12 (centres undefined)	45.3	10.7
CCOc1cc(/C=C2\N=C(SCC)SC2=O)cc([N+](=O)[O-])c1OC(C)=O	13.3	30.8
CC1(C)Cc2c(sc3nc(-c4ccccc4)n(N)c(=O)c23)CO1	-3.1	44.8
CS(=O)(=O)N1CCN(c2ccccc2NC(=O)Cc2ccc(Cl)cc2)CC1	-32.5	49.5
O=C(COC(=O)c1cccc(C(=O)OCC(=O)NC2CCCCC2)n1)NC1CCCCC1	-67.3	30.2

(cont.)
SMILES	Htt clearance	Htt clearance grain fraction
Cc1occc1-c1nnc(SCC(=O)Nc2ccc3c(c2)OCO3)n1CC1CCCO1 (centres undefined)	-11.7	42.8
COc1ccc(C)cc1S(=O)(=O)N1CCC(C)CC1	-63.1	31.2
COc1ccc(Oc2nc3ccccc3n3cccc23)cc1	55.6	17.1
CCc1nnc(NC(=O)C2CCC2)s1	18.7	31.7
CCOC(=O)C1CCN(C(=O)Nc2ccc3oc(C)nc3c2)CC1	47.2	9.9
C=CCn1c(=O)c2ccccc2n2c(SC(C)C(=O)Nc3nc(-c4ccccc4)cs3)nnc12 (centres undefined)	32.0	13.8
FC(F)(F)c1nnc2sc(-c3ccccn3)nn12	10.9	15.5
CCc1sc(C(=O)N2CCN(S(C)(=O)=O)CC2)cc1Br	29.8	13.2
Cc1cccc(C)c1NC(=O)N1CCC(n2cnc3ccccc32)CC1	-11.7	40.6
c1ccc(-c2cn3c(n2)SCC3)cc1	41.5	11.4
COc1ccc(N2C(=O)C(Cl)=C(N3CCCC3)C2=O)cc1	-34.4	45.6
CCCc1nc(SCC(=O)Nc2cc(Cl)ccc2OC)c2c(=O)n(C)c(=O)n(C)c2n1	-5.3	37.7
Cc1ccc(S(=O)(=O)Nc2c(C)n(C)n(-c3ccccc3)c2=O)cc1C(=O)NCc1ccccn1	-43.1	54.5
COc1ccccc1C(=O)Nc1ccccn1	4.6	17.8
COC(=O)c1ccc(COC(=O)CNC(=O)c2ccco2)cc1	-24.6	29.1

Some values from the results shown.
COc1cccc(C(=O)N2CCN(Cc3ccc4c(c3)OCO4)CC2)c1OC | Htt clearance = 25.2
OCCN1CCN(c2nc(NCc3ccco3)c3ccccc3n2)CC1 | Htt clearance grain fraction = 10.6
Cc1ccc(NC(=O)N2CCC(NC(=O)c3ccccc3C)CC2)cc1 | Htt clearance = -23.9
COc1cc(CC(=O)OCC(=O)c2ccc3c(c2)OCCO3)cc(OC)c1OC | Htt clearance grain fraction = 125
COC(=O)CSc1nnc(-c2ccc(S(=O)(=O)N3CCCC3)cc2)n1C | Htt clearance grain fraction = 25.8
CCC(Sc1nc2c(c(=O)n1CC)SC(C)C2)C(=O)OC (centres undefined) | Htt clearance grain fraction = 47.2

New compounds follow
SMILES	Htt clearance	Htt clearance grain fraction
Cc1ccc(OCc2nnc(SCCN3CCOCC3)n2C)cc1	18.9	14.6
CCCCOC(=O)C(C)Nc1n[nH]c(=O)[nH]c1=O (centres undefined)	5.8	19.1
COc1ccc(/C=C2\N=C3CCCCCN3C2=O)cc1OC	-24.9	49.4
O=C(CN(c1ccc(F)cc1)S(=O)(=O)c1ccc2c(c1)OCCO2)NCc1ccccc1	-20.2	23.6
CCCCC(CCC(=O)Nc1ccc(C(=O)OCC)cc1)C(=O)O (centres undefined)	23.9	14.7
Cc1c(Cl)cccc1-c1ccc(/C=N/n2cnnc2)o1	-65.7	26.6
CCOc1ccc(-c2nc(-c3ccccc3C)no2)cc1	-88.1	32.3
Cc1nc2ccc(S(=O)(=O)NCC(=O)N3CCOCC3)cc2s1	-19.9	47
CCC(=O)Nc1ccccc1-c1nnn(CC(=O)N2c3ccccc3CC2C)n1 (centres undefined)	-24.9	47.5
COc1ccccc1N1CCN(c2nc(N)c(C#N)c(CC#N)c2C#N)CC1	-7.7	39.9
C=C(C)Cn1c(CCCNC(=O)C(C)(C)C)nc2ccccc21	-3.4	45.7
CCCCSc1cc(C)nc2ncnn12	25.6	32.9
CCOC(=O)N1CCN(S(=O)(=O)N(C)C)CC1	17.6	28.1
CCCCNCc1cc(OC)c(OCC(N)=O)cc1Br	20.2	13.2
CCN(C(=O)CSc1nnc(Cn2nnc3ccccc32)o1)c1nc(C)cs1	-24.5	24.3
COC(=O)c1ccc(NC(=O)C2CCN(S(C)(=O)=O)CC2)cc1	24.8	27.7
COc1ccc(OC)c(-c2cc(C(=O)NCc3cccs3)no2)c1	-18.2	22.2
O=C(C1CCN(c2nnc(-n3cccc3)s2)CC1)N1CCN(c2cccc(C(F)(F)F)c2)CC1	-40.9	55.8
Cc1cc(Oc2cnn(C(C)(C)C)c(=O)c2Cl)cc(C(C)C)c1	-35.2	26.2
Cn1cccc1/C=N/n1c(-c2ccc(C(C)(C)C)cc2)n[nH]c1=S	-27.0	39.6
COc1ccc(NC(=O)CC(=O)Nc2ccc(OC)cc2OC)c(OC)c1	-5.3	20.8
Cc1ccc(NC(=O)c2ccc(CNc3c(N4CCOCC4)c(=O)c3=O)cc2)cc1	13.1	32.1
CCOc1c(C#N)c(C#N)c2nc(C)cc(C)n12	-90.8	39.8
O=C(C1COc2ccccc2O1)N1CCCC1 (centres undefined)	14.4	32.5
CCOC(=O)C(NC(=O)c1ccccc1OCC)(Nc1ncccn1)C(F)(F)F (centres undefined)	16.3	28.4
O=C(Nc1cccc(NC(=O)c2ccco2)c1)c1cnccn1	4.0	17.1
O=C(CSc1ccccc1Cl)c1ccco1	-24.1	46.5
Cc1c(C)n(CC(O)CN2CCOCC2)c2ccccc12 (centres undefined)	-24.8	22.5
CS(=O)(=O)N(CC(=O)NCc1ccco1)c1ccccc1Cl	-0.2	32.3
Cc1ccc(C)c(OCC(O)CN2C(C)CCCC2C)c1 (centres undefined)	-29.2	21.1
CCOC(=O)c1c(C)[nH]c(C)c1C(=O)CN1C(=O)NC(CC(C)C)C1=O (centres undefined)	21.3	26.9
CCN1C(=O)C(CC(=O)Nc2ccc(OC)cc2)N(Cc2cccnc2)C1=S (centres undefined)	8.7	35.5
CCC(=O)Nc1ccccc1Oc1ccccc1	28.1	11.6
CCOC(=O)Cc1nnc(NC(=O)COc2ccc(C)cc2)s1	-19.2	43.8
CCOCc1nnc(NC(=O)c2cccs2)s1	17.6	13.9
COCCn1c(=S)[nH]c2cc(C(=O)N3CCN(c4ccccc4OC)CC3)ccc2c1=O	-10.9	44.5
COC(=O)c1[nH]c2ccccc2c1NC(=O)CCN1CCSCC1	3.9	18.4
O=C(Nc1cc(-c2nn(CC(=O)N3CCCCC3)c(=O)c3ccccc23)ccc1N1CCOCC1)c1ccc(Cl)cc1	-11.9	43.3
Cc1cc(C)c(C#N)c(SC2CCCCC2=O)n1 (centres undefined)	48.5	9.67
O=C(NC1CC1)C1CCCN1S(=O)(=O)c1ccc2ccccc2c1 (centres undefined)	-8.4	21.5
C/C(Cl)=C/Cn1c(SC(C)C)nc2c1c(=O)[nH]c(=O)n2C	52.5	15.9
CCOc1ccc(C(=O)Nc2nnc(C)s2)cc1OCC	-19.3	40.7
CCOC(=O)C1CCCN(C(=O)c2cnn3c(C(F)F)cc(-c4ccc(C)cc4)nc23)C1 (centres undefined)	39.1	23.8
c1ccc(-c2nnc(SCc3nc4ccccc4[nH]3)o2)cc1	-50.8	32.4
COc1ccc(S(=O)(=O)N2CCCC(C(=O)NCc3ccccn3)C2)cc1Cl (centres undefined)	-9.0	20.7

An excerpt of the results above, as a working copy:
SMILES	Htt clearance	Htt clearance grain fraction
CCCc1[nH]nc2c1C(CCC)C(C#N)=C(N)O2 (centres undefined)	-33.1	46.6
O=C(NCCCN1CCCC1=O)c1ccc2c(=O)n(Cc3ccco3)c(=S)[nH]c2c1	-44.6	26
CC(C)(C)C1CCc2c(sc3nc(SCC(N)=O)nc(N)c23)C1 (centres undefined)	-10.9	22.4
COC(=O)CCC(=O)COc1ccc(OC)cc1C#N	-28.9	43.9
